TrxR1 substrate = qHTS Assay for Substrates of Mammalian Selenoprotein Thioredoxin Reductase 1 (TrxR1): qHTS. Thioredoxin reductase 1, cytoplasmic (Rattus norvegicus), O89049. purified TrxR1 substrate turnover, NADPH consumption readout. Potency, µM (top dose mostly 114 µM), for the others: at the highest dose activity change, negative = substrate turnover. actives 0.01% (n = 390,000); also: potency is read from the fitted curve at half-maximal effect; % is scaled to controls: 0 for no effect and ±100 for the full control effect; nearly all actives have a fitted effect of over 50% in size
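Rat TrxR1, dispensed at 90 nM, was prereduced with 400 uM NADPH (final) for 5 min at ~22 deg C, then incubated with compound 15 min before 400 uM selenite. A first-read NADPH fluorescence drop versus no-compound background flagged substrates.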
TRHR ag = qHTS for Small Molecule Agonists and Allosteric Enhancers of Human TRH Receptor: Primary Screen for Agonists; TRHR cells, calcium flux fluo-8, FDSS agonist mode; activation, % at 2 µM; actives 0.18% (n = 360,000); AID 493084, 2011; in the data active = activation above about 30%; also: 0% is about no effect
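TRHR-expressing cells, plated overnight in medium with 10% serum, were loaded with fluo-8 calcium dye at room temperature. After a 10 s baseline, library compound was pin-added and calcium release was recorded kinetically (ex 480/em 530) as agonist response.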
rTrxR1 inhibitor = qHTS Assay for Inhibitors of Mammalian Selenoprotein Thioredoxin Reductase 1 (TrxR1): qHTS | Thioredoxin reductase 1, cytoplasmic (Rattus norvegicus), O89049 | recombinant rTrxR1, NADPH fluorescence consumption, selenite substrate | Potency, µM (titrated, usually from 114 µM), for inactives: at the top dose activity change, negative = inhibition, hits mostly inhibitors | actives 1% (n = 390,000) | AID 588453, 2011; also: potency is read from the fitted curve at half-maximal effect; % is scaled to controls: 0 for no effect and ±100 for the full control effect; nearly all actives have a fitted effect of over 65% in size
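Rat TrxR1 (90 nM in the dispensed reagent) was pre-reduced with 400 uM NADPH for 5 min at room temperature, then incubated with compound for 15 min. After 400 uM selenite was added, NADPH fluorescence (Ex 340/Em 450 nm) was followed for 8 min.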
D2 antag = HTS Assay for Allosteric Antagonists of the Human D2 Dopamine Receptor: Primary Screen for Antagonists; actives 2% (n = 340,000); HEK293 TREx D2 cells, calcium flux, dopamine EC80; inhibition, % at 10 µM; D(2) dopamine receptor (Homo sapiens), P14416; AID 485344, 2010; in the data active = inhibition above about 30%; also: 0% is about no effect
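In this primary screen, negative modulation is detected by tracking calcium flux after an EC80 dopamine challenge in inducible HEK293 T-REx D2 cells preexposed to test compound for 180 s.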
D2 agonist = HTS Assay for Allosteric Agonists of the Human D2 Dopamine Receptor: Primary Screen for Agonists; D(2) dopamine receptor (Homo sapiens), P14416; HEK293 T-REx D2 cells, calcium flux agonist mode; activation, % at 2 µM; actives 0.53% (n = 340,000); AID 485358, 2010;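 active = activation over 3 SD above normal in the single-dose calcium agonist read, cut at about 30% in these data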; also: 0% is about no effect
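Tetracycline-induced HEK293 T-REx cells with force-coupled D2 receptor, plated overnight at 30 C, loaded with no-wash calcium dye. After a 10 s baseline, compound was pin-added and calcium flux read kinetically for 180 s; calcium rises flagged agonists.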
TRHR enhancer = qHTS for Small Molecule Agonists and Allosteric Enhancers of Human TRH Receptor: Primary Screen for Enhancers; TRHR cells, fluo-8 calcium fluorescence, EC20 TRH enhancement; enhancement, % at 2 µM; actives 0.66% (n = 360,000); in the data active = enhancement above about 30%; also: 0% is about no effect
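TRHR-expressing cells loaded with fluo-8 calcium dye were read kinetically (ex 480/em 530) during compound addition, then stimulated with an EC20 of TRH (10 nM final). Enhancement of the Gq-mediated intracellular calcium response was scored.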
Pin1 inhibitor = qHTS Assay to Find Inhibitors of Pin1; Pin1 FP peptide displacement, HiFluor488, 10 min; Peptidyl-prolyl cis-trans isomerase NIMA-interacting 1 (Homo sapiens), Q13526; actives 0.009% (n = 390,000); Potency, µM (top dose mostly 115 µM), without a hit: at the highest dose activity, negative = inhibition, hits mostly inhibitors; active = well fitted inhibition curve with a large enough effect in the polarisation, with a control signal flat, not every such curve was filed as active; inconclusive = small, poorly fitted or top-dose-only effect, or effect the other way, or a change in a side signal; inactive = no such curve, though single readings can be large or run the other way; the % refers to the polarisation; also: potency is read from the fitted curve at half-maximal effect; % is scaled to controls: 0 for no effect and ±100 for the full control effect
Target sequence (Q13526 whole entry, looked up): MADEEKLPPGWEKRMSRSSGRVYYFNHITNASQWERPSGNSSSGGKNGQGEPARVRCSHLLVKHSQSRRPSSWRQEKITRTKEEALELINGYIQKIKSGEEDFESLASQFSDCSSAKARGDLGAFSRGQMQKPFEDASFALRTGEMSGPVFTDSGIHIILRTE
USP1 inh = Inhibitors of USP1/UAF1: Primary Screen. recombinant USP1/UAF1, Ub-Rhodamine cleavage fluorescence. Potency, µM (titrated, usually from 57.1 µM), inactives show top-dose activity change, negative = inhibition, most hits filed as inhibitors. actives 0.23% (n = 390,000); also: potency is read from the fitted curve at half-maximal effect; % is scaled to controls: 0 for no effect and ±100 for the full control effect; nearly all actives have a fitted effect of over 60% in size; inactives centre near -12
Target sequence (O94782 whole entry, looked up): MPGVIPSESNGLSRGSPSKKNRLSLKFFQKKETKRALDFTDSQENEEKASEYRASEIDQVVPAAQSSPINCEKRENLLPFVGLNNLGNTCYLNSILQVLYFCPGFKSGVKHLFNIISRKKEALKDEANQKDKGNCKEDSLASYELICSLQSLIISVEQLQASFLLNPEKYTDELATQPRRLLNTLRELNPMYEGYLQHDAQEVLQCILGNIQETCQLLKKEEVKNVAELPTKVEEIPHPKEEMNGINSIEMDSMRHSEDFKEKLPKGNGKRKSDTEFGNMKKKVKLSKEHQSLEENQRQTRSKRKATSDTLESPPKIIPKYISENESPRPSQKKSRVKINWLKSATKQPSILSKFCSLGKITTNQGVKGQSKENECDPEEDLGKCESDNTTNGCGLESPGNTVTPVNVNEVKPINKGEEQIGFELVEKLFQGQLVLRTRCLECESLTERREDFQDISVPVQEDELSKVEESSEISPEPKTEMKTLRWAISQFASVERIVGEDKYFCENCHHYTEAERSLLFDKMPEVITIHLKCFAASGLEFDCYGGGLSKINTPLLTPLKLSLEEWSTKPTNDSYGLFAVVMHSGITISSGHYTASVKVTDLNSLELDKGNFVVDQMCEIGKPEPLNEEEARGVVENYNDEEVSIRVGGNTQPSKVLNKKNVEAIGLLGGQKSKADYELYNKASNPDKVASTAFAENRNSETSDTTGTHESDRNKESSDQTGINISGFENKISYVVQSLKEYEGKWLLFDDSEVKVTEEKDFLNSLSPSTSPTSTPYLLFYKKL
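USP1/UAF1 complex (1 nM) preincubated 15 min at room temperature with compound, then Ub-Rho substrate (150 nM final) added. Kinetic fluorescence at 480/540 nm over 6 reads at 60 s intervals; 50 mM HEPES pH 7.8, 0.5 mM EDTA, 0.1 mg/ml BSA, 1 mM TCEP, 0.01% Tween-20.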
mIDH1 inhibitor = qHTS for Inhibitors of mutant isocitrate dehydrogenase 1 (IDH1): qHTS; AID 602179, 2012; Isocitrate dehydrogenase [NADP] cytoplasmic (Homo sapiens), O75874; IDH1-R132H enzyme, NADPH consumption, diaphorase/resazurin fluorescence; actives 0.093% (n = 390,000); Potency, µM (highest dose often 76.6 µM), without a hit: top-dose activity change, negative = inhibition, hits mostly inhibitors; also: potency is read from the fitted curve at half-maximal effect; % is scaled to controls: 0 for no effect and ±100 for the full control effect; nearly all actives have a fitted effect of over 65% in size
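IDH1-R132H (0.5 ug/mL dispensed) in pH 7.5 Tris buffer was preincubated 30 min with compound, then given a substrate mix of 0.016 mM NADPH and 2 mM alpha-KG for 80 min at room temperature; remaining NADPH was read by diaphorase/resazurin fluorescence.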
The depositor's hits bear a star; ? = inconclusive; / = no result given; [ ] = another dose, or the depositor's remark. Unless noted, calls follow the shape of the dose curve; as a rule, active = well fitted inhibition curve with a large enough effect; inconclusive = small, poorly fitted or top-dose-only effect; inactive = no such curve, though single readings can be large or run the other way. This is a subset (hit frequency here may not be typical).

SMILES	TrxR1 substrate	TRHR ag	rTrxR1 inhibitor	D2 antag	D2 agonist	TRHR enhancer	Pin1 inhibitor	USP1 inh	mIDH1 inhibitor
Cc1ccc(CN2C(=O)CSC2c2ccccc2F)cc1 (stereo not given)	0%	-0.4	18%	4	-1.3	-11	-1%	-13%	10%
CCCCn1cnc2c(cnn2-c2ccc(F)cc2)c1=O	-4%	/	-8%	/	/	/	2%	4%	-1%
C=CCNC(=S)N(C1CCCCC1)C1CCCCC1	-6%[57.1 µM]	0.2	32%[57.1 µM]	-1	-0.3	7	-9%	-21%	6%
CCN(CC)C(=O)c1sc(NC(=O)C(Sc2ccccc2)c2ccccc2)c(C(=O)OC(C)C)c1C (stereo not given)	-16%	2.0	33%[activator][57.1 µM]	7	0.2	-5	0%	-9%	3%
COC(=O)c1cc(=O)n(-c2ccccc2)c(=Nc2ccccc2)s1	2%[57.1 µM]	-1.5	?	-17	-1.4	-6	?	1%	-2%
CC(C)(C)c1ccc(CNC(=O)C2CCCN2C(=O)Nc2ccccc2)cc1 (stereo not given)	-2%[11.4 µM]	0.1	-1%[11.4 µM]	0	0.0	4	-4%	-3%	0%
CS(=O)(=O)N(CC(=O)Nc1ccccc1C(=O)N1CCCC1)c1ccccc1Br	-9%	0.5	-9%	6	-1.0	-3	0%	-6%	1%
COc1cccc(N2C(=O)/C(=C\c3cccs3)NC2=S)c1	-1%	-0.2	-24%	/	/	5	-5%	-18%	6%
CCN(C(=O)CSc1nnc2nc(C)cc(C)n12)c1ccccc1	-8%	0.4	-3%[57.1 µM]	-6	-1.4	14	3%	2%	-1%
CCOC(=O)Cc1csc(NC(=O)COc2ccc(OC)cc2)n1	4%	-0.3	36%[activator]	23	-0.6	2	-1%	-2%	13%
C=CCN(c1ccccc1)S(=O)(=O)c1cccc(C(=O)NCc2ccco2)c1	1%	/	4%	/	/	/	?	-11%	2%
COC(=O)c1ccc(NC(=O)C(=O)c2c[nH]c3ccccc23)cc1	6%	-0.3	22%	-10	0.5	7	8%	-14%	-2%
O=C(Nc1nccs1)c1cccnc1Cl	-6%	0.3	-2%	-9	0.6	-4	1%	6%	3%
O=C(Nc1cc(C(=O)N2CCOCC2)ccc1N1CCCC1)c1cccs1	1%	-0.1	2%	13	0.1	2	3%	9%	2%
COc1cccc(N/N=C/c2cccc(Br)c2O)c1	5%	0.2	0%	-11	1.0	-2	0%	-5%	12%
CCc1ccc(C2CC(=O)Nc3c2c(C)nn3-c2nc(C)cc(C)n2)cc1 (stereo not given)	-6%	0.1	12%	/	-1.1	1	-14%	9%	2%
CC1(C)C2CCC1(C)C(OC(=O)c1ccccc1C(=O)O)C2 (stereo not given)	1%	0.2	17%	3	0.9	6	-8%	-7%	6%
COCCNC(=O)CC(c1ccccc1)c1ccccc1	2%	-0.2	6%	/	/	5	2%	-4%	9%
CCN(c1ccccc1)S(=O)(=O)c1ccc(OC)c(NC(=O)c2cc(F)c(F)c(F)c2F)c1	4%[11.4 µM]	/	-6%	/	/	/	-9%	-6%	-4%
O=C(Cn1c(=O)n(-c2ccc(Cl)cc2)c(=O)c2sc3ccccc3c21)NC1CCCC1	2%	0.1	15%	/	0.5	-6	-3%	-24%	-5%

Structural class: the compounds so far with a Cl atom (2)
SMILES	TrxR1 substrate	TRHR ag	rTrxR1 inhibitor	D2 antag	D2 agonist	TRHR enhancer	Pin1 inhibitor	USP1 inh	mIDH1 inhibitor
O=C(Nc1nccs1)c1cccnc1Cl	-6%	0.3	-2%	-9	0.6	-4	1%	6%	3%
O=C(Cn1c(=O)n(-c2ccc(Cl)cc2)c(=O)c2sc3ccccc3c21)NC1CCCC1	2%	0.1	15%	/	0.5	-6	-3%	-24%	-5%

Limited to D2 agonist, rTrxR1 inhibitor and Pin1 inhibitor (3 entries from above):
smiles	D2 agonist	rTrxR1 inhibitor	Pin1 inhibitor
CCN(C(=O)CSc1nnc2nc(C)cc(C)n12)c1ccccc1	-1.4	-3%[57.1 µM]	3%
CCOC(=O)Cc1csc(NC(=O)COc2ccc(OC)cc2)n1	-0.6	36%[activator]	-1%
C=CCN(c1ccccc1)S(=O)(=O)c1cccc(C(=O)NCc2ccco2)c1	/	4%	?

The list goes on:
SMILES	TrxR1 substrate	TRHR ag	rTrxR1 inhibitor	D2 antag	D2 agonist	TRHR enhancer	Pin1 inhibitor	USP1 inh	mIDH1 inhibitor
O=C(Nc1ccc(CN2CCOCC2)cc1)c1ccc2ccccc2c1	-3%	1.8	-10%	-18	-0.3	-1	-1%	0%	2%
COc1ccc(N2CCN(CCCNC(=O)C3COc4ccccc4C3)CC2)cc1 (stereo not given)	11%[57.1 µM]	0.1	18%[57.1 µM]	/	1.2	8	-4%	?	18%
Clc1ccccc1C1Nc2cccc3cccc(c23)N1	8%	0.4	?	-2	-1.4	-2	?	-23%	7%
Cn1c(SCc2ccccc2)nnc1C1CCCNC1 (stereo not given)	-2%	0.9	?	-11	0.1	0	?	5%	5%
CNC1=C(N(C(C)=O)c2ccc(Br)cc2)C(=O)c2ccccc2C1=O	-6%[11.4 µM]	-0.6	0%[11.4 µM]	2	-0.2	-3	-7%	?	10%
COc1cc(NC(=O)c2cccc(Cl)c2)c(OC)cc1NC(=O)CN1CCOCC1	-12%	-0.7	-9%	-3	0.0	1	4%	-16%	1%
Cc1cc(C)cc(NC(=O)Cn2c(=O)n(CC(=O)NCCc3ccccc3)c(=O)c3ccccc32)c1	-2%	1.1	8%	/	1.4	-2	6%	-8%	-6%
Cc1cnc(NC(=O)Cc2c[nH]c3ccccc23)s1	9%[57.1 µM]	-0.4	6%	-1	0.1	-3	6%	-6%	-5%
CCN1CCN(C(=O)Cn2ncc3c4ccccc4n(Cc4ccccc4F)c3c2=O)CC1	7%	0.1	6%	/	-0.9	-1	0%	-16%	-4%
Cc1ccc(S(=O)(=O)NCCc2nnc3ccc(SCc4ccccc4F)nn23)cc1	-4%	-0.5	8%	/	-0.2	-11	4%	-21%	-12%
CCCn1c(=O)n(-c2cc(Cl)c(OC)cc2OC)c(=O)c2c3c(sc21)CN(C(C)=O)CC3	0%	0.1	4%	/	-0.5	-2	-3%	-8%	-9%
O=C(CSc1nnc(-c2cccs2)o1)NCc1ccco1	11%[57.1 µM]	-0.7	18%[57.1 µM]	0	-1.7	-4	-7%	-13%	5%
CCc1ccccc1N1C[C@@]23C=C[C@@H](O2)C(C(=O)OCC(C)C)[C@H]3C1=O (stereo not given in full)	11%[57.1 µM]	0.7	11%	-9	0.4	3	10%	-20%	7%
COc1ccccc1NC(=O)CSc1nnc(Cn2cnc3ccccc32)n1C	7%	0.2	9%	-9	0.3	4	-8%	-13%	11%
C=Cc1ccc(Cn2c(C)c(CNCc3ccccc3C)c(C(=O)O)c2C)cc1	-6%	-1.1	-17%	/	-1.2	1	1%	-11%	-10%
CC(=O)OCC1=C(C(=O)O)N2C(=O)[C@@H](NC(=O)CSc3ccncc3)[C@H]2SC1	-2%[57.1 µM]	-0.2	?	-15	0.1	5	/	8%	10%
O=C1CC(N2CCN(Cc3ccccc3)CC2)C(=O)N1c1ccc2c(c1)OCCO2 (stereo not given)	2%	-0.1	-11%	12	-1.9	2	-7%	-4%	7%
CCC(C)N(C(=O)Cn1nnc(-c2ccc(F)cc2)n1)C1CCS(=O)(=O)C1 (stereo not given)	-12%	-0.1	-10%	2	1.5	-2	-13%	-9%	-11%
CCOc1ccc(NC(=O)CN(C)S(=O)(=O)c2ccc3[nH]c4c(c3c2)CCCC4)cc1	-4%	-0.3	13%	/	-0.2	-7	12%	-19%	0%
Cc1c(O)c2c3c(cccc3c1O)C(=O)N(c1ccccc1)C2=O	-23%	29	-27%	19	17	2	?	?	3%
CCN1CCc2c(sc(NC(=O)c3ccc(S(=O)(=O)N4CCCCCC4)cc3)c2C(=O)NC)C1	-7%	12	2%	9	5.4	3	?	-19%	-9%
CCc1ccc(C(=O)NC(Cc2c[nH]c3ccccc23)C(=O)OCC(=O)c2ccc(Br)cc2)cc1 (stereo not given)	-6%[57.1 µM]	0.3	32%[57.1 µM]	/	-0.7	-2	9%	?	-12%

High-throughput results as filed in PubChem.
